# Source: PubChem (several laboratories)
# Fam108B counter: counter-screen for RBBP9 inhibitors: inhibitors of mouse Fam108B. recombinant Fam108B, FP-Rh probe fluorescence polarization. actives 0.33% (n = 300,000). inhibition, % at 9.51 µM;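 active means inhibition above the screen mean inhibition plus 3 SD, computed separately per campaign, cut at about 18% in these data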;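 further: inhibitors lower polarization as less probe binds the enzyme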
# MEX-5 binding: C. elegans MEX-5 TCR-2 RNA binding activity; Q9XUB2; activity score (negative = inhibition of binding), % at 10 µM; MEX-5/FITC-TCR2 RNA binding, fluorescence polarization; stronger effect = lower value; actives 0.38% (n = 300,000); AID 1832;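 active means inhibition past about -25% in most replicates, and total fluorescence under double the plate's negative control median, limit read from the data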;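 further: 0% = DMSO and -100% = 5 µM competing unlabeled TCR2 RNA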
# GLD-1 TGE inh: GLD-1-TGE RNA interaction inhibition (C. elegans); actives 0.44% (n = 320,000); purified GLD-1 + fluorescein TGE RNA, fluorescence polarization; inhibition, % at 5.96 µM;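 active means percent inhibition above a per-plate cutoff, the plate mean of test compounds plus 3 SD, cut at about 30% in these data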;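 further: 0% = DMSO wells with GLD-1 and probe and 100% = wells lacking GLD-1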
# Target sequence (Q17339 whole entry, looked up): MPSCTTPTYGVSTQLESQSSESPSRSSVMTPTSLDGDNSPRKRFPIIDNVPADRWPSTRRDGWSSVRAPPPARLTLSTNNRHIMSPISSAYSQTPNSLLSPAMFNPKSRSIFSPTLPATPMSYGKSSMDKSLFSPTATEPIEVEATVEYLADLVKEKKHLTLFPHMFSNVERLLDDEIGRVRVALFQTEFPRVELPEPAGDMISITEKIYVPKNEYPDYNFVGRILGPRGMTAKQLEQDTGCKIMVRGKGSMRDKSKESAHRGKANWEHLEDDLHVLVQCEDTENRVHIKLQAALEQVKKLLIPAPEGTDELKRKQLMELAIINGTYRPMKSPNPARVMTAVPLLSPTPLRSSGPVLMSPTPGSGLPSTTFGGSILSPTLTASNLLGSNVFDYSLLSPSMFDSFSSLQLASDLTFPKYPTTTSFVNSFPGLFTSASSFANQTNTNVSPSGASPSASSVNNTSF
# MCL1-BIM inh: inhibitors of human MCL1 binding to BIM-BH3 peptide. Q07820. GST-MCL1 / FITC-Bim-BH3 fluorescence polarization. inhibition, % at 10.9 µM. actives 0.68% (n = 320,000). AID 2057;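 active means inhibition above the mean inhibition of all tested compounds plus 3 SD, set per campaign, cut at about 40% in these data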;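 further: 0% = DMSO wells and 100% = unlabeled Bim-BH3 peptide control; higher means more loss of mP so more displacement of Bim peptide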
# Target sequence (Q07820 whole entry, looked up): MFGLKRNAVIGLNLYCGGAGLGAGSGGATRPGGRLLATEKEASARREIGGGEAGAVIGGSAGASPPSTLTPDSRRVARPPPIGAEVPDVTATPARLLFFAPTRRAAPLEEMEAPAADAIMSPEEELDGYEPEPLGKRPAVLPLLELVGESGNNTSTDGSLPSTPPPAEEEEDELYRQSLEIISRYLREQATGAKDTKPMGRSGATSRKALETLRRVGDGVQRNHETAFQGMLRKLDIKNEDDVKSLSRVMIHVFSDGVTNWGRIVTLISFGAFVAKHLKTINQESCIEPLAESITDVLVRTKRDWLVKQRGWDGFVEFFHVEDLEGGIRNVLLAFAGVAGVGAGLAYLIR
# ZTA counter: counter-screen for EBNA-1 inhibitors: inhibitors of Epstein-Barr virus ZTA; P03206; AID 2234; inhibition, % at 11 µM; actives 0.15% (n = 320,000); ZTA-DNA binding, fluorescence polarization; in the data active means inhibition above about 33%
# Yeast superoxide: caloric restriction mimetics inhibiting age-related superoxide in yeast; AID 2690; S. cerevisiae aged cells, superoxide DHE fluorescence; stronger effect = lower value; superoxide response (% of plate mean), % at 10 µM; actives 0.18% (n = 330,000);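 active means superoxide response under a set limit, about three screen SD below normal, cut at about 65% in these data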;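 further: yeast aged for seven days with compound at 30 °C before DHE staining; 100% = average MFI of all compound-treated wells on the plate with controls excluded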
# Efflux pump inh: antifungal efflux pump inhibition, Nile Red retention. S. cerevisiae Candida pump triplex. inhibition, % at 10 µM. actives 0.44% (n = 330,000). AID 485275;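 active means plate passing quality check with inhibition over a set limit, or well fluorescence over plate mean plus 4 SD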;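 further: Nile Red retained in pooled yeast measured as flow cytometry median fluorescence; 0% = buffer negative control and 100% = Enniatin B positive control; higher means more Nile Red kept so more efflux inhibition; some compounds called inactive have numbers as strong as hits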
# Bcl-xL primary: Bcl-xL (human) inhibition; actives 0.7% (n = 320,000); Q07817; inhibition, % at 10.9 µM; GST-Bcl-xL / FITC-Bim BH3 peptide fluorescence polarization; AID 2129;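 active means inhibition above the mean of all tested compounds plus 3 SD, cutoff set per campaign, cut at about 30% in these data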;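 further: 0% = DMSO wells and 100% = unlabeled Bim-BH3 peptide competitor; inhibitors lower millipolarization by displacing the labeled peptide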
# Target sequence (Q07817 whole entry, looked up): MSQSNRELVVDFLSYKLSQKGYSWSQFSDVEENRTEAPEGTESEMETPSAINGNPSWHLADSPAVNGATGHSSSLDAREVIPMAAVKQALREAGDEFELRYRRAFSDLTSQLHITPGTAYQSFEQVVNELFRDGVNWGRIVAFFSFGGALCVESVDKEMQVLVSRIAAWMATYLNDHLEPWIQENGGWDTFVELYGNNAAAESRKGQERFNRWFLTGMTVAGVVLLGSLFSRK
# EBNA-1 inh: blocks EBNA-1 binding to DNA; inhibition, % at 14.8 µM; AID 1950; EBNA-1 DNA binding, fluorescence polarization; actives 0.34% (n = 300,000); in the data active means inhibition above about 28%
# * = called active by the depositor; · = not tested or not shown.
SMILES,Fam108B counter,MEX-5 binding,GLD-1 TGE inh,MCL1-BIM inh,ZTA counter,Yeast superoxide,Efflux pump inh,Bcl-xL primary,EBNA-1 inh
O=C(Nc1cccc(NC(=O)c2ccccc2)n1)c1ccccc1,-7,0.5,5,-1,-16,108,0.1,6,2
COc1cccc(CNC(=O)Cc2ccc(-n3c(=O)[nH]c4ccccc4c3=O)cc2)c1,0,-1.5,-2,0,-4,104,0.0,5,-9
CCOc1ccc(CNC(=O)C(CC)n2nc(C)n3c(cc4occc43)c2=O)cc1OC (stereo not drawn),1,1.1,4,1,-11,96,0.1,2,-10
COCCn1c(=O)[nH]c2cc(C(=O)N3CCN(c4ccccc4OC)CC3)ccc2c1=O,7,2.8,1,3,1,105,0.0,6,2
CCOC(=O)CC(NC(=O)c1cc2cccc(OC)c2oc1=O)c1ccc(OC)cc1 (stereo not drawn),0,-0.9,-1,10,-20,106,-0.2,5,5
Cc1ccc(CNC(=O)Nc2ccc(C)cc2)cc1,-3,-0.4,-4,1,13,96,0.2,2,2
Cc1ccc(-c2nn3c(C)nnc3c3ccccc23)cc1S(=O)(=O)NC(C)c1ccccc1 (stereo not drawn),-1,-0.2,3,0,-11,99,-0.2,0,-4
C=CCn1c(SCC(=O)N2CCOCC2)nc2scc(-c3ccco3)c2c1=O,0,-0.7,-5,10,0,107,0.1,-2,4
CCC(C)NC(=O)CN(C1CCCCC1)S(=O)(=O)c1ccc(F)cc1 (stereo not drawn),-1,0.0,3,1,2,97,0.2,-4,-5
Cc1ccc(C2=NN(C(=O)c3ccccc3F)C(c3ccccc3F)C2)cc1 (stereo not drawn),-2,-1.2,-5,-1,-14,94,-1.0,5,-5
COc1ccccc1CNC(=O)CC(C)c1ccccc1 (stereo not drawn),6,-2.2,6,2,8,96,0.1,2,5
Cc1ccc(CNC(=O)CCSCCC(=O)NCc2ccc(C)cc2)cc1,-1,0.1,-4,6,-4,98,0.0,2,5
CCN1C(=O)[C@H]2[C@@H](c3ccc(C)cc3)N3C(=O)N(c4ccccc4)C(=O)[C@@]3(C)[C@H]2C1=O,2,-0.7,8,3,-8,103,-0.2,1,3
COC(=O)c1cccc(NC(=S)NCc2ccc(F)cc2)c1,-4,0.3,6,11,12,101,0.1,10,-2
O=C(c1ccc(CS(=O)(=O)c2ccc(Br)cc2)o1)N1CCN(c2ccc(F)cc2)CC1,2,-1.6,7,-3,-5,106,0.0,-2,-15
N#C/C(=C\c1ccccc1)C(=O)Nc1nncs1,3,-0.3,3,2,7,83,-0.1,4,1
Cc1ccc(S(=O)(=O)N2CN(Cc3ccco3)c3nc4ccccc4nc32)cc1C,-9,7.0,11,12,-9,89,0.0,10,1
COc1ccc(Oc2c(Cl)cnn(-c3ccc(C)cc3)c2=O)cc1,3,-3.6,1,-3,8,99,0.0,1,1
COc1ccccc1NC(=S)NC(NC(=O)C(C)C)C(Cl)(Cl)Cl (stereo not drawn),0,4.6,6,3,-9,106,-0.1,5,18
Cc1cnc(C)c(N2CCC(C(=O)NCc3ccco3)CC2)n1,2,1.5,1,-3,-25,102,-0.1,1,-4
O=C(Cn1cc(C(F)(F)F)cc(Cl)c1=O)Nc1cc(Cl)cc(Cl)c1,-21,-0.3,-4,-1,-11,76,0.1,1,-5
CC(=O)Nc1cccc(C(=O)OCc2ccccc2)c1,1,2.1,2,6,-6,95,-0.2,3,-4
O=C1C2C3c4ccccc4C(c4ccccc43)C2C(=O)N1Cc1ccccn1 (stereo not drawn),3,-0.1,6,8,7,113,0.1,5,4
CC(C)(C)NC(=S)NCc1ccncc1,3,1.0,-7,15,6,103,0.0,5,-4
COc1cccc(C(=O)NCCS(=O)(=O)N(C)Cc2ccccc2)c1,-4,0.2,5,7,-9,100,-0.1,5,-2
CCOC(=O)CCCNC(=O)COC(=O)c1cccc(C)c1O,3,-0.3,3,-1,-10,102,0.0,3,-15
Cc1nc2c(n1O)CCC/C2=N\O,-2,-2.9,2,-3,7,96,0.1,2,6
CCCc1c(OCCCCc2nn[nH]n2)ccc(C(C)=O)c1O,-3,-4.2,2,3,22,102,0.0,8,3
COc1ccccc1CNC(=O)c1c(-c2ccccc2Cl)noc1C,1,-1.2,-1,2,8,108,0.1,4,-3
Cc1nc(N)sc1C(=O)N/N=C/c1cccnc1,-2,-1.3,-6,8,-4,106,0.1,1,-23
CCOP(=O)(OCC)C(Nc1cccc([N+](=O)[O-])c1)c1ccc(N(C)C)cc1 (stereo not drawn),0,-0.1,4,2,-1,86,0.3,3,4
O=C(O)c1ccc(-n2nnnc2Oc2cccc3cccnc23)cc1,0,·,9,-7,-5,132,0.4,-3,-4
COC(=O)C1=C(C)N(c2ccc(Cl)cc2)/C(=C/c2ccc(O)cc2)C1=O,4,-4.7,2,1,13,91,0.0,6,7
CCN(c1ccc(OC)cc1)S(=O)(=O)N1CCCC(C(=O)NCc2ccccc2Br)C1 (stereo not drawn),7,1.8,-1,-1,-5,115,0.0,7,4
O=C(CSc1nnc(-c2ccccc2Cl)o1)N1CCCCC1,0,-1.9,1,-1,-1,100,-0.2,3,3
Cc1ccc(S(=O)(=O)N2CCN(C(=O)c3cc4c(s3)CCCC4)CC2)cc1,·,·,4,-3,9,100,-0.3,-10,·
Nc1ccc(C(=O)N/N=C\c2cc(N=Nc3cccc4ccccc34)ccc2O)cc1,21*,0.5,4,66*,-20,100,-0.1,7,0
O=C(c1ccc(Cl)cc1)N1CCC(c2nc(-c3cccs3)no2)CC1,0,1.3,8,-6,1,93,0.6,-4,-4
O=C(O)CCSc1nnc(COc2ccc(Cl)cc2)n1-c1ccccc1,-3,0.2,6,-9,-4,96,0.0,0,11
COc1ccc(OCC(O)CN2C(=O)c3ccccc3C2=O)cc1 (stereo not drawn),-7,-0.1,-3,4,16,91,0.1,0,7
CN(CC(=O)Nc1ccccc1Cl)C(=O)c1cccc(-n2cccc2)c1,-3,4.9,-2,1,-10,91,-0.1,-1,1
CC1CCCCN1Cc1ccc(N(C)C)cc1 (stereo not drawn),-1,-1.6,9,-5,10,128,0.0,1,4
Cc1ccccc1NC(=O)Cc1nc(COC(=O)c2cccc(C)c2O)cs1,-2,-1.3,12,-5,-9,103,0.0,-5,2
COc1ccc(CCN(Cc2nc3ccccc3c(=O)[nH]2)C(=O)c2ccco2)cc1OC,-2,0.4,-8,-1,-7,103,0.0,1,-12
Cc1cccc(OCCCC(=O)Nc2ccccc2C(F)(F)F)c1,0,1.3,-2,-6,12,98,0.0,1,11
COc1cccc(COC(=O)C2CCN(C(=O)c3ccccc3C)CC2)c1OC,-1,-2.1,0,4,-1,93,0.1,3,-3
Cc1cc(C)c(C#N)c(SCc2[nH]nc3c2C(c2ccccc2)C(C#N)=C(N)O3)n1 (stereo not drawn),5,-2.0,5,9,0,99,-1.1,4,-9
CCCN1CCN(C(=O)c2oc3ccccc3c2NC(=O)C2CC2)CC1,-1,0.7,-3,3,0,102,0.0,1,-10
Cc1ccc(NC(=O)CNCc2ccccc2)c(Br)c1,6,-0.6,4,4,7,105,-0.1,-1,0
O=S(=O)(Nc1cccc2ccccc12)N1CCCC1,0,-0.7,6,-1,-16,126,-0.2,2,3
Cc1cc(C(=O)NCc2cc(C(=O)O)oc2C)c(C)o1,1,-1.3,5,8,-1,103,0.1,3,3
COC(=O)C1=C(C)N(c2ccc(F)cc2)C(=O)C1,-2,-0.1,-6,0,0,104,0.3,4,-1
COc1ccc(N2CCN(Cc3csc(C)c3-c3ccc(C)cc3)CC2)cc1,4,5.1,-1,-6,20,95,-0.1,5,8
CCN(CC)C(=O)COc1coc(CN2CCN(c3cccc(Cl)c3)CC2)cc1=O,4,-0.8,0,-2,-2,113,-0.1,3,-2
COc1ccc(CCNC(=O)CN2c3cccc4cccc(c34)S2(=O)=O)cc1OC,-3,-0.6,-5,-22,-19,112,0.4,-6,-5
CCOc1ccccc1CNC(=O)Cn1ccc2cc(S(=O)(=O)N3CCCC3)ccc21,-2,-1.8,4,-1,4,115,-0.1,1,-11
CSc1cccc(NC(=S)NN(C)C)c1,4,-0.4,2,-2,-5,95,-0.1,2,0
Fc1c(F)c(F)c(N=Cc2ccc3ncccc3c2)c(F)c1F,0,-1.9,-2,6,-20,110,-0.1,8,1
CC12CCC(=O)N1C(C(=O)N1CCN(S(=O)(=O)c3cccc(C(F)(F)F)c3)CC1)CS2 (stereo not drawn),1,-1.2,-1,5,-4,98,0.0,4,-3
CC(=O)c1ccc(Nc2c3c(c(C#N)c4nc5ccccc5n24)CCC3)cc1,3,-1.8,-19,-34,-10,98,0.0,-13,2

# An excerpt from above in order of SMILES length, high to low.
SMILES,Fam108B counter,MEX-5 binding,GLD-1 TGE inh,MCL1-BIM inh,ZTA counter,Yeast superoxide,Efflux pump inh,Bcl-xL primary,EBNA-1 inh
CC12CCC(=O)N1C(C(=O)N1CCN(S(=O)(=O)c3cccc(C(F)(F)F)c3)CC1)CS2 (stereo not drawn),1,-1.2,-1,5,-4,98,0.0,4,-3
COc1cccc(COC(=O)C2CCN(C(=O)c3ccccc3C)CC2)c1OC,-1,-2.1,0,4,-1,93,0.1,3,-3
CCCN1CCN(C(=O)c2oc3ccccc3c2NC(=O)C2CC2)CC1,-1,0.7,-3,3,0,102,0.0,1,-10
Cc1ccc(NC(=O)CNCc2ccccc2)c(Br)c1,6,-0.6,4,4,7,105,-0.1,-1,0

# (continued)
SMILES,Fam108B counter,MEX-5 binding,GLD-1 TGE inh,MCL1-BIM inh,ZTA counter,Yeast superoxide,Efflux pump inh,Bcl-xL primary,EBNA-1 inh
CCC(C)Nc1nc(-c2ccc3c(c2)NC(=O)CO3)cs1 (stereo not drawn),1,1.0,1,-1,12,95,0.0,1,0
O=C(NC1CCCC1)C(c1ccncc1)N(C(=O)Cn1nnc(-c2ccccc2F)n1)c1cccc(F)c1 (stereo not drawn),0,-2.4,-3,4,-6,101,0.6,1,-31
CC(C)N(Cc1ccccc1)CC(O)COc1ccc(S(=O)(=O)N2CCOCC2)cc1Cl (stereo not drawn),-1,0.6,0,2,-4,93,0.1,4,-6
CC(C)NC(=O)COc1ccccc1C#N,2,1.5,4,-3,19,112,0.0,-1,8
CCOc1ccc(/C=C(\C#N)C(=O)NC2CC2)c(OCC)c1,1,2.5,4,1,-1,99,0.1,4,0
Cc1noc(N)c1C(=O)Nc1ccc(F)c(Cl)c1,1,-0.8,1,-5,1,108,0.1,0,-8
O=S(=O)(Nc1ccc(Br)cn1)c1ccc2ccccc2c1,-2,-0.3,-4,5,-12,91,-0.1,7,0
O=C(Cc1ccccc1)NCC(=O)OCC(=O)c1ccccc1Cl,0,1.9,4,-2,-5,126,0.1,-1,4
CC(=O)N/C(=C\c1ccccc1)C(=O)OCC(=O)c1c(N)n(CC(C)C)c(=O)n(C)c1=O,-1,1.6,1,-1,8,102,0.0,3,4
CCc1cc(-c2n[nH]c(C)c2-c2nc(C)cs2)c(O)cc1OC,1,-0.1,7,2,8,100,0.0,3,-18
CCOC(=O)c1nn(-c2cccc(C)c2)c2nnc(Cc3ccc(C)cc3)c(=O)n12,2,0.2,6,9,-6,97,0.3,8,4
COC(=O)c1ccc(NC(=O)CSc2nc(N)c(NC(=O)c3ccc(Br)o3)c(=O)[nH]2)cc1,0,-0.1,2,4,15,94,0.3,12,2
CCOc1cc(C2NC(=O)NC(C)=C2C(=O)NCc2ccccc2)c(Cl)cc1O (stereo not drawn),8,1.1,5,-1,-19,107,1.1,-2,-8
COC(=O)c1cc(OC)c(OCc2cc(C(=O)OC)oc2C)c(OC)c1,-2,-0.4,3,-2,-18,81,0.3,0,-8
COc1ccc(CCN=c2c([N+](=O)[O-])nn(-c3cccc(C)c3)n2O)cc1OC,2,0.8,6,-6,-20,92,-0.1,4,8
